CHRM5 agonist – agonists of human muscarinic M5 receptor (CHRM5); P08912; CHO-K1 hM5 cells, Fluo-8 calcium fluorescence; 0% DMSO wells, 100% maximal acetylcholine response; activation, % at 3 µM; 360,000 compounds, 0.19% hits; AID 624037;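 active means activation above the run's mean over test compounds plus 3 SD, cut at about 23% in these data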;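 further: signal is peak over basal fluorescence ratio across the kinetic read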
M5 PAM – positive allosteric modulators of human muscarinic M5 receptor. P08912. CHO-K1 hM5, Fluo-8 calcium, ACh EC20 PAM; 0% = ACh EC20, 100% = ACh EC100. 360,000 compounds, 0.3% hits. activation, % at 3 µM;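 active means activation above the run cutoff, the mean activation of all test compounds plus 3 SD, cut at about 18% in these data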
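System – CHO-K1 hM5 cells · Compound – 3 µM, single dose · Incubation – compound preincubation 140 s before EC20 acetylcholine addition · Technique – Fluo-8 calcium fluorescence · Measure – Max/basal fluorescence ratio as % of EC20–EC100 ACh window · Benchmarks – low control EC20 acetylcholine (0%), high control EC100 acetylcholine (100%) · Replication – singlicate, one well per test compound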
M1 antag – human CHRM1 antagonism; CHO-K1 hM1, Fluo-8 calcium fluorescence, ACh EC80 antagonist; inhibition, % at 3 µM; 360,000 compounds, 1.3% hits; P11229;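 active means percent inhibition above its own plate's cutoff, namely the mean of that plate's compound wells plus 3 SD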;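 further: peak over basal fluorescence ratio during 140 s after agonist addition; 0% = ACh EC80 plus DMSO and 100% = DMSO alone without agonist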
Target sequence (P11229 whole entry, looked up): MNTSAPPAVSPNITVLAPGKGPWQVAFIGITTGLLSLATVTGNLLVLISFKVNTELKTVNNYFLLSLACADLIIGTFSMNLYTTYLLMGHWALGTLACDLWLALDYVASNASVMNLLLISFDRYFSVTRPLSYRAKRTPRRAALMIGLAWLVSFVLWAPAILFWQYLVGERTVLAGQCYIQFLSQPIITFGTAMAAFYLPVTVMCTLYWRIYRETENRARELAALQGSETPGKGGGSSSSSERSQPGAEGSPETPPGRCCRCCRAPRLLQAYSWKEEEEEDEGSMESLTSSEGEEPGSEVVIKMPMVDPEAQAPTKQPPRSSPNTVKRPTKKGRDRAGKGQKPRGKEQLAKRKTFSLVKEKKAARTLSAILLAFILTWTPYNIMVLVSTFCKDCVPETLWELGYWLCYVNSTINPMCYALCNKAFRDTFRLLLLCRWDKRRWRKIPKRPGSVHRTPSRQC
M4 antag – CHRM4 antagonism in calcium assay | 360,000 compounds, 0.73% hits | AID 624125 | inhibition, % at 3 µM | CHO-hM4 cells, ACh EC80, Fluo-8 calcium fluorescence | P08173;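 active means inhibition above its plate's cutoff, the mean inhibition of sample wells plus 3 SD, cut at about 27% in these data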;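 further: 0% = acetylcholine EC80 with DMSO and 100% = DMSO without agonist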
Target sequence (P08173 whole entry, looked up): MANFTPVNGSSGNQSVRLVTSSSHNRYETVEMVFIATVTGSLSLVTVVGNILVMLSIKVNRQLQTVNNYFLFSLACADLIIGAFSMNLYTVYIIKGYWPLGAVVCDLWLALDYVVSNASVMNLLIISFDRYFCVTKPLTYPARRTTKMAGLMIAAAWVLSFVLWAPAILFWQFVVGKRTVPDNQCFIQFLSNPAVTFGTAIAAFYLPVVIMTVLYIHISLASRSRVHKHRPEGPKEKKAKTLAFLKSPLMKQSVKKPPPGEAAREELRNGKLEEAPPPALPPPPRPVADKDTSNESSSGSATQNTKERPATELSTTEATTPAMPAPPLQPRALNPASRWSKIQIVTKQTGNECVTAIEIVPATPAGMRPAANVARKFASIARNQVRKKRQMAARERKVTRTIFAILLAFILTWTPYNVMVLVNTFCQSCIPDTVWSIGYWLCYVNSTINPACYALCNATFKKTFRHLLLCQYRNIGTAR
TAAR1 ag – agonists of human TAAR1; Q96RJ0; CHO RD-HGA16 TAAR1, Fluo-8 calcium fluorescence; vehicle wells 0%, saturating PEA agonist 100%; activation, % at 3 µM; 360,000 compounds, 0.99% hits;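 active means activation above the mean activation of all test compounds in the run plus 3 SD, cut at about 38% in these data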
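Test system: RD-HGA16 (CHO) cells co-expressing Gα16 and hTAAR1 / Benchmarks: DMSO vehicle as 0%, PEA at EC100 as 100% / Repeats: no replicates (n 1) / Measure: % activation from peak over basal fluorescence ratio, DMSO-to-PEA scaled / Timing: 17-24 h plating, Fluo-8 75 min 37 °C, 30 min RT / Technique: kinetic Fluo-8 calcium fluorescence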
CHRM4 agonist – CHRM4 agonism in calcium assay | AID 624127 | 360,000 compounds, 0.14% hits | CHO-K1 hM4/Gqi5, Fluo-8 calcium fluorescence; vehicle 0%, full acetylcholine response 100% | P08173 | activation, % at 3 µM;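 active means activation above the run mean over all test wells plus 3 SD, cut at about 32% in these data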;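 further: peak over basal fluorescence ratio per well then scaled between controls; 0% = DMSO wells and 100% = acetylcholine at EC100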
CHRM1 PAM – potentiates human M1 receptor response to acetylcholine | activation, % at 3 µM | AID 588819 | 360,000 compounds, 0.088% hits | CHO-K1 hM1, Fluo-8 calcium fluorescence, ACh EC20; 0% = ACh EC20, 100% = maximal ACh; in the data active means activation above about 19%, passing the limit was not always enough
M1 ag – agonists of human M1 muscarinic receptor. 360,000 compounds, 0.33% hits. AID 588814. P11229. CHO-K1 hM1, Fluo-8 calcium fluorescence, agonist mode; 0% DMSO, 100% acetylcholine EC100. activation, % at 3 µM;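 active means activation above the run's mean compound activation plus 3 SD, cut at about 16% in these data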;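 further: peak over basal fluorescence ratio within a 140 s kinetic read after compound addition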
CHRM5 antagonist – blocks acetylcholine activation of human M5 receptor | P08912 | CHO-hM5 cells, Fluo-8 calcium fluorescence, ACh EC80 | inhibition, % at 3 µM | 360,000 compounds, 0.59% hits | AID 624040;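 active means inhibition above a per-plate cutoff, the mean of that plate's test compounds plus 3 SD, cut at about 27% in these data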;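 further: 0% = acetylcholine EC80 with DMSO and 100% = DMSO without agonist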
* marks the source's active call; other numbers are inactive results; x = no result given. An excerpt. The share of hits here may be higher or lower than overall.

SMILES	CHRM5 agonist	M5 PAM	M1 antag	M4 antag	TAAR1 ag	CHRM4 agonist	CHRM1 PAM	M1 ag	CHRM5 antagonist
CCCn1c(=O)[nH]c(=O)c2c(C(F)(F)F)cc(-c3ccc(C)cc3)nc21	1.0	4.6	-14.3	-3.6	4.0	2.4	7.4	-4.0	3.3
O=C(COc1ccccc1)NC1CCCCCCC1	-4.5	11.6	1.1	-1.3	0.2	0.3	2.6	-6.7	-5.9
O=C(CN1CCC(n2nnc3cc(C(F)(F)F)ccc32)CC1)N1CCc2ccccc21	4.2	2.3	-20.4	-2.5	2.8	0.6	5.2	0.2	2.9
Cc1ccccc1CN1CCC(CNC(=O)C2CCCN(c3ncnc4c3nc3n4CCCCC3)C2)CC1 (stereo unspecified)	-9.6	-14.8	101.5*	63.4*	-0.5	3.2	-40.7	-14.0	15.9
CC(OC(=O)c1ccc(S(=O)(=O)N2CCCCC2)cc1)C(=O)NC1CCCCC1C (stereo unspecified)	0.1	-3.3	-1.8	-10.1	-0.6	1.6	3.0	-5.0	2.5
O=C(O)c1sccc1S(=O)(=O)N1CCOCC1	0.6	12.3	1.6	4.2	6.7	0.8	4.3	-4.4	-8.1
CCOC(=O)C1CCN(S(=O)(=O)c2ccc(C)c(C)c2)CC1	-1.9	-2.5	-8.0	3.2	1.0	1.3	2.3	-9.2	5.2
CCNC(=O)C(=O)Nc1ccc2c(c1)N(S(=O)(=O)c1cccs1)CCC2	2.3	-2.6	-1.9	-8.2	1.1	2.5	3.8	-3.2	1.7
OC(COC(c1ccccc1)c1ccccc1)CN1CCc2ccccc2C1 (stereo unspecified)	-7.8	-12.8	12.2	2.1	4.7	3.7	-25.4	-7.5	14.3
S=C(NCc1ccco1)Nc1ccc(Cl)c(Cl)c1	4.1	-13.7	17.2	8.5	9.9	16.1	-11.9	-0.7	24.7
CC1CCC(CN2C(Nc3ccccc3)=NC[C@@H]2C)CC1 (stereo partly specified)	-2.0	-1.5	-0.8	7.8	5.4	2.0	7.9	-10.0	5.0
CCC(=O)Nc1c2c(nn1-c1ccc(F)cc1)CS(=O)(=O)C2	0.6	-5.1	-14.3	6.8	5.5	-0.3	7.1	-2.4	2.9
CCCS(=O)(=O)NC(=O)C1(C)CCN(C(=O)c2ccc(F)c(C)c2)C1 (stereo unspecified)	0.8	-1.1	-15.8	0.2	1.3	0.3	9.2	4.0	7.7
O=S(=O)(c1cnccc1N1CCN(CCO)CC1)N1CCCCC1	-6.5	1.4	-3.0	4.6	0.3	1.0	-2.0	-6.8	4.0
CCCOc1ccc(/C=N/NC(=O)C(C)Sc2ccccn2)cc1OCC (stereo unspecified)	-1.3	-3.8	-1.8	-1.9	1.7	3.8	-4.7	-8.6	-4.7
CCOc1ccc(-c2nnc(-c3cccnc3)o2)cc1OCC	0.4	-1.9	-6.3	-0.1	2.8	2.1	3.3	-4.0	2.4
O=C(Cc1cccc(NC(=O)C2CCCN(C(=O)C3CCCCC3)C2)c1)Nc1cccc(C(=O)N2CCCCC2)c1 (stereo unspecified)	-1.1	-5.9	-8.9	8.8	10.0	-1.1	1.3	-7.7	14.8
COCCNC(=O)C1(C)CCN(C(=O)C2(c3ccc(Cl)cc3)CCCC2)C1 (stereo unspecified)	1.4	5.0	-18.2	-15.5	2.2	1.4	24.4	1.4	9.2
Cc1nc(-c2ccc(F)cc2)c(CC(=O)N(C)CC(=O)Nc2cccc(F)c2)s1	2.3	-1.5	-22.6	-5.6	-1.3	4.1	8.2	-1.9	-0.6
CC(=O)Nc1ccc(/C=C/c2ccc3c([N+](=O)[O-])cccc3n2)cc1	-0.5	-2.4	12.0	-0.8	1.8	1.2	0.2	-3.9	3.9
CSc1nnc(C(C)c2ncc(C(F)(F)F)cc2Cl)n1C (stereo unspecified)	-2.0	2.5	-12.6	-11.4	11.6	3.9	7.1	-5.8	-8.6
O=C(Nc1ccccc1F)c1ccc(CSc2ncccn2)cc1	-0.4	5.0	2.5	2.8	3.4	0.3	-1.2	-2.9	-11.7
Cc1nc(N2CCOCC2)nc(N2CCN(c3ccccc3)CC2)c1[N+](=O)[O-]	-0.2	-0.7	-4.6	3.7	-0.3	0.9	-1.9	-2.8	6.7
COc1cc2c(cc1OC)CN(CC(=O)Nc1ccc(F)cc1)CC2	-2.6	5.6	-13.7	-6.9	1.3	0.5	6.6	-4.8	-1.0
Clc1ccc(Cn2nnc(-c3ccc(N4CCOCC4)cc3)n2)cc1	0.7	1.7	-6.2	-12.0	7.1	1.9	7.5	-3.2	2.4
COc1ccc(C(=O)N[C@H](C(=O)Nc2ccc(OC)nc2)C(C)C)cc1	-1.0	-2.0	9.7	-0.2	3.5	0.7	-1.1	-2.7	0.8
COc1ccc(CCNC(=O)CSC2=NS(=O)(=O)c3ccccc3N2)cc1OC	3.8	-1.4	-4.1	-6.2	3.3	0.9	5.3	-1.5	0.2
O=C1NC(Nc2ccccn2)(C(F)(F)F)C(=O)N1c1ccc(F)cc1 (stereo unspecified)	-1.3	-4.5	-12.8	-4.4	4.2	2.7	10.9	-4.3	5.1
Cc1ccc(CNc2ccc([N+](=O)[O-])cc2C(N)=O)cc1	-5.7	-12.7	13.8	6.7	6.4	0.0	-9.7	-7.8	11.0
CCOC1=C2[C@@H](CN(S(=O)(=O)c3ccc(C)cc3)[C@H]2c2ccccc2F)[C@H]2C(=O)N(Cc3ccccc3)C(=O)[C@H]2C1	0.3	3.8	15.5	1.4	1.0	-1.2	-7.2	-5.1	-5.7

Grouped by structure: those above containing an aryl methoxy group (three)
SMILES	CHRM5 agonist	M5 PAM	M1 antag	M4 antag	TAAR1 ag	CHRM4 agonist	CHRM1 PAM	M1 ag	CHRM5 antagonist
COc1cc2c(cc1OC)CN(CC(=O)Nc1ccc(F)cc1)CC2	-2.6	5.6	-13.7	-6.9	1.3	0.5	6.6	-4.8	-1.0
COc1ccc(C(=O)N[C@H](C(=O)Nc2ccc(OC)nc2)C(C)C)cc1	-1.0	-2.0	9.7	-0.2	3.5	0.7	-1.1	-2.7	0.8
COc1ccc(CCNC(=O)CSC2=NS(=O)(=O)c3ccccc3N2)cc1OC	3.8	-1.4	-4.1	-6.2	3.3	0.9	5.3	-1.5	0.2

The list continues.
SMILES	CHRM5 agonist	M5 PAM	M1 antag	M4 antag	TAAR1 ag	CHRM4 agonist	CHRM1 PAM	M1 ag	CHRM5 antagonist
O=C1C=C(C#Cc2ccccc2)C[C@@H](c2ccc(F)cc2)C1	2.1	3.9	-4.8	-12.1	-2.2	-0.9	2.3	-4.3	-3.6
NC1=NC(c2cccc(Cl)c2)N(CCc2ccc(F)cc2)C(N)=N1 (stereo unspecified)	-5.8	1.1	-7.5	-1.9	-1.1	-0.9	6.9	-11.2	-0.8
CCn1c(C(C)C)n[nH]c1=S	1.4	2.9	-7.5	9.5	7.4	0.4	10.0	-4.4	-6.1
NC(=O)c1cc([N+](=O)[O-])ccc1NCc1ccc(C(=O)O)cc1	-1.3	5.5	2.1	-0.8	5.5	1.3	5.5	-3.2	4.9
CC1CCN(c2oc(Cc3cccc4ccccc34)nc2C#N)CC1	-7.0	-9.4	6.6	8.2	-0.9	-0.8	-0.5	-2.7	3.5
CCCCOC(=O)c1ccc(NC(c2ccc(C)cc2)P(=O)(OC)OC)cc1 (stereo unspecified)	-3.8	-2.7	3.9	-3.4	14.6	2.6	-1.4	-9.4	8.4
Cc1ccc2nc(SCC(=O)c3ccc(O)cc3O)[nH]c2c1	4.5	0.1	4.2	-3.5	40.9*	1.6	-0.8	-2.6	-2.0
CC(=O)c1sc(NC(=O)C(C)(C)C)nc1C	-1.9	-8.7	-7.0	1.5	5.7	0.1	5.0	-2.8	1.9
CC1(C)CC(=O)C2=C(C1)OC(N)=C(C#N)C2C#Cc1ccccc1 (stereo unspecified)	-4.3	-1.4	-19.3	-1.4	5.6	0.7	2.0	-3.7	7.8
CCC(C)Nc1nc(N)c([N+](=O)[O-])c(Nc2cc(OC)ccc2OC)n1 (stereo unspecified)	-3.0	-18.4	22.5	-1.2	-2.1	2.6	-7.7	-4.6	14.1
CCOP(=O)(OCC)c1ccc2ccc3ccccc3c(=O)c2c1	-2.2	-8.6	15.1	-4.7	7.2	10.0	6.1	6.0	5.2
CCOc1ccc2nc3ccc4[nH]onc4c3c2c1	-1.4	-4.5	-1.3	-0.1	-1.6	5.6	-0.3	-4.7	-4.4
CCC(c1nnnn1C(C)(C)C)N1CCN(C(=O)c2ccco2)CC1 (stereo unspecified)	0.2	2.4	3.3	3.0	8.4	-0.1	-4.7	-10.7	3.8
C[C@@H]1CN([C@H](C)CO)C(=O)CCCn2nncc2CO[C@H]1CN(C)S(=O)(=O)c1ccc(Oc2ccccc2)nc1	-0.7	1.6	-3.1	-9.8	0.8	0.3	2.4	-9.7	-14.1
CCC1CCc2sc(C(=O)O)cc2C1 (stereo unspecified)	-0.7	5.7	4.5	0.1	-0.2	1.3	-1.5	-2.9	2.9
Cc1cccc2cc(CN(CCN3CCOCC3)C(=O)NCc3ccccc3)c(=O)[nH]c12	-3.0	1.9	-9.9	-5.8	0.5	0.3	5.4	-3.4	-2.7
C[C@]12C(=O)N(c3cccc(Cl)c3)C(=O)N1[C@H]1c3ccccc3OC[C@@H]1[C@H]2c1ccccc1	3.7	1.2	19.1	4.5	x	0.6	-11.7	-3.5	8.3
O=C(CCc1nnc(Cc2c[nH]c3ccccc23)o1)NCCC1CCCCO1 (stereo unspecified)	0.8	0.5	-20.8	-25.9	-0.5	0.4	13.5	0.4	-0.4
Nc1nnc(SCC(=O)Nc2ccc(N3CCOCC3)cc2)s1	-2.1	-9.0	-2.8	4.1	0.4	0.7	1.7	-0.6	10.9
CCCCn1c(SCC(=O)NCc2ccccc2)nc2ccc(N3CCOCC3)cc2c1=O	0.9	1.3	-4.6	-0.6	4.4	1.2	1.6	-4.8	-7.6
COc1ccc(C)cc1NC(=O)COC(=O)c1ccc(OCc2ccc(Cl)cc2Cl)c(OC)c1	-1.2	2.9	-10.4	2.3	-0.5	0.7	8.2	-4.7	11.5
CC(=O)OCCN1CCN(C(=O)CN2C(=O)NC(c3ccccc3)(c3ccccc3)C2=O)CC1	-2.6	-0.6	-20.7	-1.9	6.3	0.8	4.0	-0.4	-7.5
CC(C)CCNC(=O)c1cccnc1Sc1ccccc1	1.3	1.7	-8.7	9.6	-2.5	-0.4	4.2	-7.9	4.5

Sorted by value in M4 antag (descending): three of the compounds above
SMILES	CHRM5 agonist	M5 PAM	M1 antag	M4 antag	TAAR1 ag	CHRM4 agonist	CHRM1 PAM	M1 ag	CHRM5 antagonist
C[C@]12C(=O)N(c3cccc(Cl)c3)C(=O)N1[C@H]1c3ccccc3OC[C@@H]1[C@H]2c1ccccc1	3.7	1.2	19.1	4.5	x	0.6	-11.7	-3.5	8.3
CCCCn1c(SCC(=O)NCc2ccccc2)nc2ccc(N3CCOCC3)cc2c1=O	0.9	1.3	-4.6	-0.6	4.4	1.2	1.6	-4.8	-7.6
O=C(CCc1nnc(Cc2c[nH]c3ccccc23)o1)NCCC1CCCCO1 (stereo unspecified)	0.8	0.5	-20.8	-25.9	-0.5	0.4	13.5	0.4	-0.4

Assay outcomes: PubChem, The Scripps Research Institute Molecular Screening Center
